Compound activity as filed in PubChem.
CSM14.1 death rescue: protection against thapsigargin-triggered cell killing – 384-well, CSM14.1, ATP luminescence, primary screen (AID 1222); CSM14.1 thapsigargin-induced death rescue, ATP luminescence; higher % means a stronger effect; cellular ATP content (survival), % at 20 µM; hits with a dose series show EC50 in µM; 190,000 tested, under 10 active;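 active = EC50 below 50 µM in the dose-response confirmation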;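 note: death triggered by thapsigargin at about 15 µM added after 2 h compound pretreatment; cell ATP read after overnight thapsigargin exposure of roughly 18 to 22 hours; normalized against plate controls of thapsigargin alone and 5% DMSO vehicle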
PMI inhibition: MPI inhibition at elevated mannose 6-phosphate – biochemical, fluorescence intensity, high mannose 6-phosphate, primary screen (AID 1220); recombinant PMI enzyme, coupled fluorescence intensity; higher % means a stronger effect; inhibition, % at 20 µM, or IC50 in µM where a hit was titrated; 190,000 compounds, 0.66% hits; in the data active = inhibition above about 50%
M17LAP inhibition: P. falciparum M17LAP inhibitors, primary screen, biochemical, fluorogenic H-Leu-NHMec substrate, 1536-well (AID 1619) | inhibition, % at 30 µM, or IC50 in µM where a hit was titrated | recombinant M17LAP, H-Leu-NHMec fluorogenic kinetic assay; higher % means a stronger effect | 220,000 compounds, 0.38% hits;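 active = compound inhibiting the enzyme by more than half at any dose during confirmatory dose-response retesting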;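 note: plate controls were full reaction with DMSO carrier for no effect and no enzyme background for full effect; strong numbers were not always called active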
Yfh1-depleted yeast: mitochondrial function rescue without frataxin homolog – Friedreich's ataxia, plus single-dose screen, dose response (AID 1465) | S. cerevisiae Yfh1-off respiration, WST-1 reduction, 72 h; higher fold induction means a stronger effect | fold induction at 50 µM; hits with a dose series show EC50 in µM | 220,000 compounds, 0.074% hits;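 active = fold induction of absorbance versus untreated yeast above a set limit, then at least 30% activation at any dose in follow-up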;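 note: activators that raise dye reduction in frataxin-depleted yeast; strong numbers were not always called active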
West Nile virus CPE: West Nile virus antiviral activity, cell-based, CPE readout (AID 1621) | West Nile virus-infected cells, CPE inhibition; higher % means a stronger effect | CPE inhibition, % at 10 µM; hits with a dose series show IC50 in µM | 290,000 compounds, 0.02% hits; in the data active = a potency from the dose series; note: strong numbers were not always called active
Salmonella PhoP GFP: PhoP-dependent GFP reporter repression – Salmonella Typhimurium, primary screen (AID 1863); 300,000 compounds, 0.16% hits; S. Typhimurium PhoP-regulated promoter GFP reporter, 4 h; higher % means a stronger effect; one-dose inhibition, % at 50 µM; IC50 in µM for titrated hits;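 active = inhibition over 29.93%, a cutoff 3 SD above the screen mean, later confirmed by dose response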;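 note: 0% = low Mg2+ inducing control and 100% = high Mg2+ repressing control; strong numbers were not always called active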
XIAP antagonists: XIAP antagonists, biochemical, IAP family, fluorescence polarization (AID 1018) | 200,000 compounds, 0.007% hits | displacement, % at 20 µM; hits with a dose series show IC50 in µM | XIAP BIR domain, fluorescence polarization peptide displacement; higher % means a stronger effect; in the data active = displacement above about 50%; note: a part of the inactive calls stands beside numbers as strong as those of hits
Siah-1 displacement: Siah-1 peptide-binding antagonists, primary screen, biochemical, fluorescence polarization, rhodamine-plectin, uHTS (AID 1817). displacement, % at 20 µM; hits with a dose series show IC50 in µM. Siah-1 / rhodamine-plectin peptide fluorescence polarization; higher % means a stronger effect. 290,000 compounds, 0.02% hits;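 active = displacement of at least 50% at 20 µM, with a fluorescence ratio check between 0.3 and a set limit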;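 note: plate controls were Siah plus tracer with DMSO for no effect and tracer alone without Siah for full effect; strong numbers were not always called active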
P. falciparum M1AAP: P. falciparum M1AAP inhibitors, biochemical, fluorogenic H-Leu-NHMec substrate, 1536-well (AID 1445). recombinant M1AAP, H-Leu-NHMec fluorogenic kinetic assay; higher % means a stronger effect. inhibition, % at 30 µM; hits with a dose series show IC50 in µM. 220,000 compounds, 0.42% hits;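 active = primary inhibition above the hit cutoff, then over 50% inhibition at one or more dose response concentrations, cut at about 23% in these data, passing the limit was not always enough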;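 note: plate controls were DMSO full reaction for no effect and no enzyme background for full effect; strong numbers were not always called active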
The depositor's hits bear a star; i = inactive; · = not tested or not shown.

SMILES	CSM14.1 death rescue	PMI inhibition	M17LAP inhibition	Yfh1-depleted yeast	West Nile virus CPE	Salmonella PhoP GFP	XIAP antagonists	Siah-1 displacement	P. falciparum M1AAP
O=[N+]([O-])c1cccc(/C([O-])=C(/C(=S)Nc2ccccc2F)[n+]2ccccc2)c1	2.8%	32%	-1%	i	-0.4%	-7%	-3.1%	1%	5%
CC(C)CCN1CCN(Cc2ccc(C(F)(F)F)cc2)CC1CCO (stereo unspecified)	-0.4%	-4%	5%	i	0.0%	-5%	-2.7%	4%	4%
O=C(NCCc1c[nH]c2ccccc12)C(=O)NCC1OCCCN1S(=O)(=O)c1cccs1 (stereo unspecified)	-0.6%	5%	-1%	i	-0.1%	4%	-3.5%	8%	-3%
CCCCN1CC2=C(C1=O)C(c1ccc(O)cc1)NC(=O)N2C (stereo unspecified)	-12%	-11%	12%	i	1.1%	-7%	-15%	5%	3%
C#CCOC(=O)c1ccc(-n2cncn2)nc1	-1.6%	-5%	13%	i	-0.1%	6%	-4.9%	2%	6%
Cc1cccn2c(=O)c3cc(S(=O)(=O)c4ccc(F)cc4)c(=N)n(Cc4ccco4)c3nc12	·	·	-20%	i	-0.1%	-11%	·	38%	10%
Cc1ccccc1S(=O)(=O)Cc1ccc(C(=O)NCCN2CCCCC2C)o1 (stereo unspecified)	-3.4%	6%	13%	i	0.6%	1%	-5.6%	-7%	-2%
O=C(CCNC(=O)c1ccco1)Nc1ccc(Cl)cc1	2.6%	-4%	5%	i	0.9%	7%	-7.5%	3%	-3%
CCN(CCNC(=O)CCCn1nc(C)n2c(cc3sccc32)c1=O)c1ccccc1	0.0%	7%	-1%	i	-0.5%	-10%	-6.3%	1%	5%
CSc1ncccc1C(=O)N1CCCC(C(=O)c2ccc3ccccc3c2)C1 (stereo unspecified)	4.2%	8%	-1%	i	-1.0%	14%	-6.5%	10%	-1%
O=C(Nc1nc(-c2cc(F)ccc2F)cs1)c1ccccn1	i	13%	5%	i	-1.6%	-6%	-3.3%	-7%	-4%
COc1ccccc1NC(=O)Cn1nnc(-c2ccccc2NC(=O)c2cccs2)n1	-2.0%	6%	-12%	i	0.2%	31%	-4.9%	34%	7%
O=C(Cc1c[nH]c2ccccc12)NC1(C(=O)NC2CCCCC2)CCCCC1	-3.4%	-10%	9%	i	-1.3%	7%	-2.8%	-3%	0%
COc1nc(N)c(C#N)c(-c2ccc(N(C)CCC#N)cc2)c1C#N	·	·	-63%	i	1.2%	-8%	·	2%	9%
CCOc1ccc(N2C(=O)CC(NCCc3ccc(S(N)(=O)=O)cc3)C2=O)cc1 (stereo unspecified)	-1.2%	2%	5%	i	0.4%	5%	-2.1%	2%	6%
O=C(NCc1ccc2c(c1)OCO2)c1ccc(-n2cnnn2)cc1	0.4%	-7%	13%	i	0.5%	7%	-3.0%	3%	4%
CC(=O)c1cn(CC(=O)Nc2ccc(C)c(C)c2)c2ccccc12	-0.4%	9%	-10%	i	-0.7%	-5%	-1.9%	1%	-4%
O=C(c1ccco1)N1CCN(C(=O)C(c2ccccc2)c2ccccc2)CC1	2.6%	2%	0%	i	-0.3%	6%	-1.3%	4%	8%
Cc1ccc(Sc2c(C(=O)Nc3ccc(F)cc3F)c(C(F)(F)F)nn2C)cc1	0.3%	2%	3%	i	-1.3%	-3%	-3.0%	0%	6%
COc1ccc(CCN2C(=O)c3ccccc3C2(O)c2ncc[nH]2)cc1OC (stereo unspecified)	-1.1%	-2%	0%	i	-0.2%	-7%	-6.3%	-3%	-5%
Cc1ccc(C)c(NC(=O)c2ncn[nH]2)c1	-1.0%	-3%	1%	i	0.0%	5%	-14%	3%	15%
CCOc1ccc(NC(=O)CSc2nnc(-c3ccccn3)n2C)cc1	2.7%	-1%	14%	i	-0.1%	2%	-3.7%	-1%	7%
CCOc1cc(C)nc(NCc2ccccc2)n1	-1.1%	-2%	-1%	i	1.6%	1%	-0.1%	1%	-1%
S=C(c1ccc(N2CCOCC2)cc1)N1CCCCC1	1.6%	-3%	-4%	i	0.4%	-2%	-5.0%	1%	5%
O=C(NC1=NCCS1)c1cc(-c2ccccc2)nn1-c1ccccc1	0.3%	8%	·	i	0.6%	·	-2.0%	1%	·
COc1cccc2cc(/C(=N/O)c3ccc(Br)cc3)oc12	-0.6%	9%	0%	i	-0.7%	-9%	-4.1%	1%	6%
O=C(NCc1cccnc1)C1CCN(S(=O)(=O)c2cccs2)CC1	-2.4%	4%	-8%	i	0.4%	0%	-7.7%	6%	7%
CC1(C)CC(NC(=O)CCc2nnc(CCCCc3ccccc3)o2)CCO1 (stereo unspecified)	-0.8%	-3%	7%	i	-0.4%	0%	-5.4%	-6%	-5%
O=C(Nc1nc2ccc(S(=O)(=O)N3CCOCC3)cc2s1)c1cccs1	-2.7%	2%	2%	i	0.1%	2%	-16%	0%	5%
O=C(CCN1C(=O)COc2ccccc21)NCCN1CCN(c2ccccc2F)CC1	0.2%	6%	7%	i	-0.9%	-13%	-4.7%	0%	-1%
Cc1ccc(CC(=O)NCC(C)C)cc1	-2.0%	11%	0%	i	0.6%	-4%	-4.3%	-2%	-11%
N/C(=N\OC(=O)COc1ccccc1)c1ccccn1	-1.6%	-7%	-15%	i	0.0%	5%	-5.3%	-4%	-1%
CC(OC(=O)c1cc2c(ccc3ccccc32)oc1=O)c1nc2ccccc2s1 (stereo unspecified)	-1.2%	0%	-3%	i	-0.9%	-18%	-4.3%	0%	7%
CC(C)CCN1CCN(Cc2cccs2)CC1CCO (stereo unspecified)	-0.3%	9%	-2%	i	-0.5%	-3%	-6.8%	0%	0%
O=C(c1ccco1)N1CCN(CCOc2ccccc2)CC1	·	·	-3%	i	-0.3%	13%	·	-4%	-1%
Cc1cccc(N2CCN(C(=O)c3ccoc3C)CC2)c1C	-1.2%	-7%	-10%	i	-1.3%	-14%	-3.9%	-2%	-8%
O=C(NCCCN1CCOCC1)c1ccc(CSc2ccc(Cl)cc2)cc1	-1.3%	8%	-11%	i	-1.7%	-5%	-1.8%	2%	-7%
O=C(c1ccco1)N1CCN(C(c2ccccc2Cl)c2nnnn2Cc2ccco2)CC1 (stereo unspecified)	1.3%	-13%	-1%	·	·	-11%	-1.5%	-5%	2%
CC1=C(C(=O)Nc2ccc(C)cc2)C(c2ccco2)NC(=O)N1 (stereo unspecified)	2.3%	-9%	1%	i	0.2%	0%	4.0%	7%	0%
Cn1c(=O)c2c(nc(SCc3cc4c(cc3Cl)OCO4)n2C)n(C)c1=O	1.0%	4%	·	·	·	·	-4.2%	-1%	·

Ordered by count of non-hydrogen atoms (low to high): some entries from above
SMILES	CSM14.1 death rescue	PMI inhibition	M17LAP inhibition	Yfh1-depleted yeast	West Nile virus CPE	Salmonella PhoP GFP	XIAP antagonists	Siah-1 displacement	P. falciparum M1AAP
Cc1ccc(CC(=O)NCC(C)C)cc1	-2.0%	11%	0%	i	0.6%	-4%	-4.3%	-2%	-11%
Cc1ccc(C)c(NC(=O)c2ncn[nH]2)c1	-1.0%	-3%	1%	i	0.0%	5%	-14%	3%	15%
N/C(=N\OC(=O)COc1ccccc1)c1ccccn1	-1.6%	-7%	-15%	i	0.0%	5%	-5.3%	-4%	-1%
Cc1cccc(N2CCN(C(=O)c3ccoc3C)CC2)c1C	-1.2%	-7%	-10%	i	-1.3%	-14%	-3.9%	-2%	-8%
CC1=C(C(=O)Nc2ccc(C)cc2)C(c2ccco2)NC(=O)N1 (stereo unspecified)	2.3%	-9%	1%	i	0.2%	0%	4.0%	7%	0%
O=C(NCc1cccnc1)C1CCN(S(=O)(=O)c2cccs2)CC1	-2.4%	4%	-8%	i	0.4%	0%	-7.7%	6%	7%
Cn1c(=O)c2c(nc(SCc3cc4c(cc3Cl)OCO4)n2C)n(C)c1=O	1.0%	4%	·	·	·	·	-4.2%	-1%	·
O=C(NCCCN1CCOCC1)c1ccc(CSc2ccc(Cl)cc2)cc1	-1.3%	8%	-11%	i	-1.7%	-5%	-1.8%	2%	-7%
CC(OC(=O)c1cc2c(ccc3ccccc32)oc1=O)c1nc2ccccc2s1 (stereo unspecified)	-1.2%	0%	-3%	i	-0.9%	-18%	-4.3%	0%	7%
O=C(CCN1C(=O)COc2ccccc21)NCCN1CCN(c2ccccc2F)CC1	0.2%	6%	7%	i	-0.9%	-13%	-4.7%	0%	-1%

The list continues.
SMILES	CSM14.1 death rescue	PMI inhibition	M17LAP inhibition	Yfh1-depleted yeast	West Nile virus CPE	Salmonella PhoP GFP	XIAP antagonists	Siah-1 displacement	P. falciparum M1AAP
Cc1nnc(NC(=O)C2COc3ccccc3O2)s1 (stereo unspecified)	·	7%	-12%	i	-0.3%	-8%	-2.0%	8%	9%
Cc1cccc(NC(=O)COc2ccc(/C=N\n3cnnc3)cc2)c1	-3.4%	2%	-8%	i	-0.1%	3%	-8.1%	2%	0%
COc1ccc(C2NC(c3ccc(OC)cc3)C([N+](=O)[O-])C(C)(C)C2[N+](=O)[O-])cc1 (stereo unspecified)	2.0%	12%	·	i	-1.3%	·	4.5%	2%	·
CCCC(=O)NC(=S)Nc1sc2c(c1C(N)=O)CCC2	-1.0%	9%	14%	i	2.3%	-7%	-7.8%	16%	13%
CCc1ccccc1N1CSC2=C(C#N)C(c3ccccc3F)CC(=O)N2C1 (stereo unspecified)	-0.3%	-5%	-44%	i	0.1%	7%	-2.3%	2%	18%
CCN1C(=O)c2ccc(C(=O)Nc3ncc(C)s3)cc2C1=O	-0.2%	-3%	2%	i	-0.3%	-1%	-3.8%	7%	5%
O=C(CN1C(=O)NC(c2ccccc2)(c2ccccc2)C1=O)Nc1ccc2[nH]c(=O)[nH]c2c1	·	·	8%	i	0.2%	-5%	·	-10%	8%
O=C(Nc1cccc(C(F)(F)F)c1)c1cc(-c2ccc(F)cc2)on1	-0.3%	-4%	-8%	i	0.0%	3%	-4.9%	2%	3%
O=C(NCCCN1CCN(Cc2ccccc2)CC1)C1CCN(S(=O)(=O)N2CCCC2)CC1	1.2%	4%	9%	i	-0.5%	-8%	-3.0%	-3%	10%
CCCN1C(=O)c2cc(C(=O)NCc3ccc(OC)cc3)ccc2C1O (stereo unspecified)	·	4%	-11%	i	1.3%	22%	-3.2%	3%	-9%
Cc1ccc(NC(=O)Cn2sc3nc(C)cc(C)c3c2=O)c(Cl)c1	·	·	6%	i	2.2%	-12%	·	15%	-2%
COC(=O)NCc1cc2cc(Cl)ccc2[nH]1	-1.6%	2%	8%	i	-0.4%	-1%	-13%	0%	5%
CCC(C)NC(=O)CN(c1ccc(OC)cc1)S(=O)(=O)c1ccc(NC(C)=O)cc1 (stereo unspecified)	-0.2%	12%	6%	i	0.0%	-9%	-3.0%	-4%	9%
O=C(COc1ccc(Cc2ccccc2)cc1)c1ccc(F)cc1	0.6%	22%	-7%	i	-1.0%	6%	-4.1%	0%	1%
Cc1cccc2c(=O)cc(C)n(CC(=O)N3CCCCC3)c12	2.6%	-2%	40%	i	-1.0%	5%	-3.9%	-2%	1%
